mIDH1 inhibitor = inhibitors of human mutant IDH1 R132H; O75874; IDH1-R132H enzyme, NADPH consumption, diaphorase/resazurin fluorescence; Potency, µM (doses to about 76.6 µM), without a hit: at the highest dose activity change, negative = inhibition, usual class: inhibitors; hit rate 0.093% among 390,000; AID 602179; note: potency is the fitted concentration of half-maximal effect; % is set by controls: 0 for no effect and ±100 for the full control effect; nearly all actives have a fitted effect of over 65% in size
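IDH1-R132H (0.5 ug/mL) preincubated 30 min with compound, then NADPH (0.016 mM) and alpha-KG (2 mM) added; 80 min at RT, pH 7.5. Remaining NADPH coupled via diaphorase/resazurin to fluorescence (540/590 nm); concentration-response curves normalized to no-enzyme control.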
USP1 inh = blocks the human USP1/UAF1 deubiquitinase complex; recombinant USP1/UAF1, Ub-Rhodamine cleavage fluorescence; O94782; Potency, µM (highest dose often 57.1 µM), inactives show at the top dose activity change, negative = inhibition, hits mostly inhibitors; hit rate 0.23% among 390,000; note: potency is the fitted concentration of half-maximal effect; % is set by controls: 0 for no effect and ±100 for the full control effect; nearly all actives have a fitted effect of over 60% in size; inactives centre near -12
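USP1/UAF1 complex (1 nM) preincubated 15 min at room temperature with compound, then Ub-Rho substrate (150 nM final) added. Kinetic fluorescence at 480/540 nm over 6 reads at 60 s intervals; 50 mM HEPES pH 7.8, 0.5 mM EDTA, 0.1 mg/ml BSA, 1 mM TCEP, 0.01% Tween-20.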
RXFP1 ag = activates the human relaxin receptor RXFP1; hit rate 0.3% among 370,000; Potency, µM (series often up to 57.5 µM), without a hit: at the highest dose activation, hits mostly activators; HEK293T-RXFP1 cAMP TR-FRET, 30 min; response scale: percent of porcine relaxin response, buffer zero; note: potency is the fitted concentration of half-maximal effect; % is set by controls: 0 for no effect and ±100 for the full control effect; nearly all actives have a fitted effect of over 60% in size; many of its hits are not listed in these tables
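HEK293T cells stably expressing RXFP1 were pretreated with the PDE4 inhibitor Ro 20174, exposed to compounds for 30 min at 37C, lysed, and cAMP was read by TR-FRET. Data normalized to buffer (basal) and 29 nM porcine relaxin (100%).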
LDHA block = blocks human lactate dehydrogenase A | P00338 | purified LDHA, NADH/diaphorase-resazurin fluorescence; active compounds read low | activity change, % (values are at about 110 or 230 µM) | hit rate 0.15% among 480,000 | AID 1347041; in the data active = activity change below about -30%; inconclusive = mostly about -25% to -30%;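 note: plate controls were DMSO wells for no effect and wells without enzyme for full effect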
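Remaining NADH was detected by diaphorase (0.133 mg/mL) converting 37 µM resazurin to fluorescent resorufin, read at 0 and 20 minutes. The preceding 5-minute room-temperature reaction used 2 nM LDHA, 0.2 mM sodium pyruvate and 0.06 mM NADH at pH 7.4.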
PI4K2A inh = blocks human PI4K2A kinase activity; Q9BTU6; activity change, negative = inhibition, % at 76.9 µM; purified PI4K2A, ADP-Glo luminescence, 1 h; active compounds read low; hit rate 0.13% among 420,000; in the data active = activity change below about -50%; inconclusive = mostly about -30% to -49%;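 note: -100% = wells without enzyme as full effect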
Target sequence (Q9BTU6 whole entry, looked up): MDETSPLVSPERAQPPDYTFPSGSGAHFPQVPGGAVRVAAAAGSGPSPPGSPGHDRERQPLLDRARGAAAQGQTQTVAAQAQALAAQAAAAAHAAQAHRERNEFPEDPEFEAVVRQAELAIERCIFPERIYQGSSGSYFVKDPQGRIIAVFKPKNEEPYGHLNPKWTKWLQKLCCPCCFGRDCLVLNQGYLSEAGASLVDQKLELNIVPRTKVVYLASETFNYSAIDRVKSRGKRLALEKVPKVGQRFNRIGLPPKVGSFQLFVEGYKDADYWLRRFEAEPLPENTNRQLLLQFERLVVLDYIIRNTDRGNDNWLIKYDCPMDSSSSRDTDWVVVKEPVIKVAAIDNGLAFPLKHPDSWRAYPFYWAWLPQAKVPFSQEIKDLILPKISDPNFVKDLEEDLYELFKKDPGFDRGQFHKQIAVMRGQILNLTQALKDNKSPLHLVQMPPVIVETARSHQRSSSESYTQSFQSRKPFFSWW
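PI4K2A activity was measured by ADP-Glo luminescence: enzyme (4 ug/mL stock) and phosphatidylinositol (1.2 mM stock) in Tris pH 7.5/MgCl2/EGTA/Triton X-100 buffer were reacted with ATP (300 microM stock) for one hour at ambient temperature.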
Vif-APOBEC3G blk = blocks the Vif interaction with human APOBEC3G | Q9HC16 | HeLa A3G-eYFP + Vif (tagged APOBEC3G with the HIV-1 protein that degrades it), YFP fluorescence, overnight | Potency, µM (highest dose often 46.1 µM), for inactives: top-dose activity, negative = active, usual class: inhibitors | hit rate 0.076% among 410,000;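 note: potency is the fitted concentration of half-maximal effect; % is set by controls: 0 for no effect and ±100 for the full control effect; nearly all actives have a fitted effect of over 60% in size; hits raise eYFP signal because A3G escapes Vif-driven loss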
Target sequence (Q9HC16 whole entry, looked up): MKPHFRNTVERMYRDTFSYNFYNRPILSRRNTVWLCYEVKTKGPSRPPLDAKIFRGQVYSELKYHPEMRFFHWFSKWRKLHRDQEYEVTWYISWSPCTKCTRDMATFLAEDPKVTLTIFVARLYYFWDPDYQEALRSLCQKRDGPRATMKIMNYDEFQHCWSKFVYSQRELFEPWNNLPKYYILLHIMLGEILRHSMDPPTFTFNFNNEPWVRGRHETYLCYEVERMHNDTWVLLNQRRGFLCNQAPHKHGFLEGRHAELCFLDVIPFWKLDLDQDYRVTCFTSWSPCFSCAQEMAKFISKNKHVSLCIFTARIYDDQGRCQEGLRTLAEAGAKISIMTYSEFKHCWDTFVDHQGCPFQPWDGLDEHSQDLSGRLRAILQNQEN
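Read-out is eYFP fluorescence (Ex 488/Em 500-530) from Vif-expressing HeLa A3G-eYFP cells; more signal means A3G escaped Vif-mediated degradation. Cells plated overnight, compound pinned in, incubated overnight at 37 deg C.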
Vif-A3F inh = inhibitors of Vif-A3F interaction. HeLa A3F-eYFP + Vif (tagged APOBEC3F with the HIV-1 protein that degrades it), YFP fluorescence increase. Potency, µM (top dose mostly 46.1 µM), for the others: at the highest dose activity, negative = active. hit rate 0.2% among 390,000. AID 602313; note: potency is the fitted concentration of half-maximal effect; % of control where 0% means no effect; nearly all actives have a fitted effect of over 65% in size
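Fluorescence increase (Ex 488/Em 500-530) after overnight compound treatment at 37 deg C flags inhibition of Vif-driven A3F-eYFP loss in stable HeLa A3F-eYFP/Vif cells seeded overnight beforehand.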
TrxR1 substrate = is turned over as a substrate by rat TrxR1; O89049; purified TrxR1 substrate turnover, NADPH consumption readout; Potency, µM (titrated, usually from 114 µM), for inactives: at the top dose activity change, negative = substrate turnover; hit rate 0.01% among 390,000; AID 588456; note: potency is the fitted concentration of half-maximal effect; % is set by controls: 0 for no effect and ±100 for the full control effect; nearly all actives have a fitted effect of over 50% in size
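Rat TrxR1, dispensed at 90 nM, was prereduced with 400 uM NADPH (final) for 5 min at ~22 deg C, then incubated with compound 15 min before 400 uM selenite. A first-read NADPH fluorescence drop versus no-compound background flagged substrates.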
GRP78 ERSR act = induces the endoplasmic reticulum stress response in human glioma cells. AID 602332. Potency, µM, for inactives: at the top dose activation, usual class: activators. hit rate 0.02% among 420,000. U87-MG GRP78 promoter luciferase reporter, 16 h; note: potency is the fitted concentration of half-maximal effect; series mostly up to about 76 µM; % of control where 0% means no effect; nearly all actives have a fitted effect of over 35% in size
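Stably transfected U87-MG glioma cells carrying a GRP78-based luciferase sensor; 16 h compound incubation. Luminescence end-point read 10 min after Bright-Glo addition at room temperature.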
Active calls of the source: *; u = inconclusive; x = not tested or not shown; & = joins results of further samples; [ ] = dose if it differs, or a comment. Unless noted, calls come from the whole dose curve; as a rule, active = well fitted curve in the direction sought with a large enough effect; inconclusive = small, poorly fitted or top-dose-only effect, or another doubt; inactive = no such curve, though single readings can be large; an effect the other way counts as inactive or inconclusive. These rows are one share of the data; rates above refer to the full screens.

| smiles | TrxR1 substrate | RXFP1 ag | USP1 inh | Vif-APOBEC3G blk | LDHA block | GRP78 ERSR act | Vif-A3F inh | PI4K2A inh | mIDH1 inhibitor |
| --- | --- | --- | --- | --- | --- | --- | --- | --- | --- |
| CCCN(Cc1cccs1)C(=O)Nc1ccc(Br)c(C)c1 | -5% | -3.9% | -9% | 2% | 4 | 0% | 3% | -1 | -3% |
| O=C(O)c1cc(N/N=C2/CC(c3ccccc3)Oc3ccccc32)ccc1Cl (stereo not drawn) | -1% | 2.0% | -11% | -6% | -2 | 4% | 1% | 0 | 0% |
| C=CCn1c(SCc2ccccc2)nc2c1c(=O)[nH]c(=O)n2C | -7% | 0.3% | -17% | 1% | 0 | -3% | 9% | -2 | 0% |
| Cc1cccc(C(=O)N(Cc2ccco2)c2c(N)n(Cc3ccccc3)c(=O)[nH]c2=O)c1 | -6% | 2.1% | -11% | 1% | 2 | -3% | -4% | 3 | 5% |
| CCC(=O)c1ccc(OCC(O)CNCc2ccc(F)cc2)cc1 (stereo not drawn) | 2% | 1.3% | -12% | 0% | -8 | -1% | 6% | -3 | 7% |
| O=C(NCc1ccccn1)C1CCN(C2CCN(Cc3cccc(F)c3)CC2)CC1 | x | x | -19% | -1% | -3 | -5% | 2% | 1 | 5% |
| COc1ccc(/C(C)=N/NC(=O)CNC(=O)c2ccncc2)c(OC)c1 | -14% | 0.2% | -8% | 2% | -3 | -7% | -6% | 4 | -10% |
| Cc1c(C(=O)NCc2ccccc2)oc2ccc(S(=O)(=O)N3CCC4(CC3)OCCO4)cc12 | 2% | -1.2% | -3% | -9% | -10 | -1% | -1% | -6 | -3% |
| CCN(CC)c1ccc(N2C(=O)/C(=C/c3cccs3)SC2=S)cc1 | 1%[57.1 µM] | 0.8% | -6% | 2% | -6 | -3% | -4% | 4 | -4% |
| O=C(CN(Cc1ccco1)C(=O)CNS(=O)(=O)c1ccc(F)cc1)NCc1ccco1 | 1% | 0.1% | -20% | -2% | -6 | -1% | -4% | 0 | -6% |
| CC(=O)C1=C(c2ccccc2)NC(=O)NC1c1ccccc1OCC(=O)NCc1ccccc1 (stereo not drawn) | 1% | 1.4% | -8% | 0% | -8 | -1% | -1% | 2 | -2% |
| Cc1ccc(Cl)cc1NC(=O)c1ccc(CSc2nnnn2C)cc1 | -4% | 2.9% | -21% | 0% | 0 | 1% | 4% | 2 | 2% |
| COc1ccc(S(=O)(=O)N2CCCCC2)cc1NS(=O)(=O)c1ccc(CNC(C)=O)cc1 | 7%[11.4 µM] | x | -23% | 0% | 2 | -5% | 11% | -7 | 2% |
| CC(=O)Nc1cccc(C(=O)N/N=C/c2cccc(C)n2)c1 | -3% | 5.8% | -14% | 1% | -3 | -2% | 7% | 2 | 5% |
| O=S(=O)(Nc1ccc(F)cc1)c1ccc(NC(=S)Nc2ccccc2)cc1 | -5% | 0.8% | -2% | 4% | -11 | -5% | -3% | 3 | 3% |
| CCOC(=O)C1=C(C)C(c2cccc(Oc3ccccc3)c2)NC(=S)N1 (stereo not drawn) | -5% | 3.0% | -6% | 2% | 3 | -2% | 1% | -14 | -8% |
| COc1ccc(CNC(=O)C2CCN(C(=O)c3ccc(-c4ccccc4)cc3)CC2)cc1 | 7%[57.1 µM] | 1.3% | -10% | 0% | -11 | 3% | -3% | -2 | 7% |
| CCOC(=O)CC(=O)Nc1ncnc2c1C(c1ccccc1)c1c(ccc3ccccc13)O2 (stereo not drawn) | 3% | x | x | -5% | -10&-14 | -3% | -5% | 4 | x |
| COc1ccc(N2CCN(C(=O)CCCC(=O)c3ccccc3)CC2)cc1 | 6% | 1.6% | -14% | 5% | -1 | 0% | 2% | -1 | -1% |
| COc1cccc(/C=N/NC(=O)C(=O)Nc2ccccc2OC(F)(F)C(F)F)c1O | -13% | 2.4% | -21% | -20% | 4 | -5% | -2% | 0 | -4% |
| CCOc1ccc(-c2oc3ccc(C)cc3c(=O)c2O)cc1 | 8% | u | -17% | 3% | -3 | 2% | -4% | -1 | -1% |
| C/C(=N/NC(=O)c1ccoc1C)c1cccc(NC(=O)C(F)(F)F)c1 | 1% | 3.3% | -9% | -4% | -5 | -1% | -13% | -22 | -2% |
| Cc1ccc(S(=O)(=O)N2CCN(C(=O)c3ccccc3Cc3ccccc3)CC2)c(C)c1 | -5% | -0.9% | -10% | 3% | 3 | -7% | 1% | -2 | 7% |
| Cc1cc(=O)oc2cc(OCC(=O)Nc3c(C)n(C)n(-c4ccccc4)c3=O)c(Cl)cc12 | 37%[activator] | 5.2% | -10% | 0% | -1 | -3% | 3% | 0 | 4% |
| COc1cccc2c1[C@@H]1CN(CCCCn3c(=O)[nH]c4c(sc5ncc(-c6ccccc6)nc54)c3=O)C[C@@H]1CO2 | -4%[57.1 µM] | 1.0% | 15% | 0% | -3 | -8%&-10% | 7% | 1&1 | 4% |
| COc1ccc(Nc2oc(/C=C/c3ccccc3OC)nc2C#N)cc1 | 6% | 5.9% | -25% | x | 3&-1 | x | x | 2 | x |
| O=C(CN(C(=O)c1csnn1)c1cccc(F)c1)NCc1ccc2c(c1)OCO2 | -3%[57.1 µM] | -1.2% | -6% | 3% | -13 | -4% | -14% | -1 | -9% |
| Cc1ccc(CC2CC(=O)N(Cc3ccco3)C2=O)cc1 (stereo not drawn) | -2% | 0.7% | -10% | 0% | -6 | 0% | -10% | 2 | 2% |
| COc1ccccc1CNC(=S)NCc1ccc(F)cc1 | -1% | -2.3% | -19% | 4% | -4 | 17% | 2% | -5 | -5% |
| CCOc1ccc(CCNC(=O)CN2C(=O)NC3(CCCC3)C2=O)cc1OCC | 5% | -2.1% | -22% | 1% | -3 | -4% | 1% | -2 | -12% |
| CC(C)N(C(=O)[C@H]1C[C@H](CC(=O)NC(C)(C)C)C(=O)N2CCc3c([nH]c4ccc(Cl)cc34)[C@]12C)C(C)C | -12% | x | u | -4% | 8 | 1% | -14% | -3 | 5% |
| COc1c(Cl)cc(Cl)cc1CNCCNCC(C)O (stereo not drawn) | 11% | 0.0% | -10% | 3% | -1 | -2% | 4% | 0 | 2% |
| CCOc1ccccc1NC(=O)COC(=O)c1c(CC)noc1C | -2% | -0.9% | -10% | -10% | -4 | 0% | -29% | -2 | 3% |
| Cn1nc(C(=O)NNC(=O)CCOc2ccc(C(C)(C)C)cc2)c2ccccc2c1=O | -8% | 0.3% | -25% | -1% | 3 | 0% | -8% | 1 | 0% |
| CCC1NC(=O)c2cc3ccccc3cc2-n2c1nc1cc(OC)c(OC)cc1c2=O (stereo not drawn) | x | x | -17% | -2% | 3 | -5% | 7% | -4 | -1% |
| CC(=O)c1cccc(NC(=O)CSc2n[nH]c(=O)n2C2CC2)c1 | 5% | x | -16% | -11% | -5 | 1% | -15% | 10 | 3% |
| O=C(CCCC(=O)Nc1ccc(Br)cc1)N/N=C/c1ccccc1 | 9% | 0.8% | -14% | 1% | -4 | 4% | 2% | 4 | 11% |
| CCn1nc(C)c(CNC(=O)C2CCC(=O)N(CCc3ccc(Cl)cc3)C2)c1C (stereo not drawn) | 6% | -2.2% | -20% | -1% | 1 | -3% | 5% | -13 | 6% |
| CC(=O)Nc1ccc(NC(=O)/C(Cl)=C/c2ccccc2)cc1 | -5% | 2.2% | -17% | -8% | -4 | -2% | -4% | 8 | 2% |
| CCN(C(=O)COn1nnc2ccc(S(=O)(=O)N(C)C)cc21)C1CCS(=O)(=O)C1 (stereo not drawn) | 2% | 0.4% | -21% | 0% | -2 | -1% | 0% | -1 | 1% |
| C/C(=N\NC(=O)C1CCCN(S(=O)(=O)c2ccccc2)C1)c1ccncc1 (stereo not drawn) | 4% | 1.1% | -9% | -10% | -1 | -2% | 3% | -1 | 2% |
| CCOC(=O)c1sc(NC(=O)c2ccc(C)o2)nc1C | 1%[57.1 µM] | 2.0% | -3% | 0% | -6 | 2% | -5% | -9 | 3% |

Some entries already given, showing only LDHA block, GRP78 ERSR act and RXFP1 ag.
SMILES | LDHA block | GRP78 ERSR act | RXFP1 ag
O=C(CCCC(=O)Nc1ccc(Br)cc1)N/N=C/c1ccccc1 | -4 | 4% | 0.8%
COc1c(Cl)cc(Cl)cc1CNCCNCC(C)O (stereo not drawn) | -1 | -2% | 0.0%
CCOC(=O)c1sc(NC(=O)c2ccc(C)o2)nc1C | -6 | 2% | 2.0%

Filtered by structure: the entries above with a thiophene ring, fused or not (3)
| smiles | TrxR1 substrate | RXFP1 ag | USP1 inh | Vif-APOBEC3G blk | LDHA block | GRP78 ERSR act | Vif-A3F inh | PI4K2A inh | mIDH1 inhibitor |
| --- | --- | --- | --- | --- | --- | --- | --- | --- | --- |
| CCCN(Cc1cccs1)C(=O)Nc1ccc(Br)c(C)c1 | -5% | -3.9% | -9% | 2% | 4 | 0% | 3% | -1 | -3% |
| CCN(CC)c1ccc(N2C(=O)/C(=C/c3cccs3)SC2=S)cc1 | 1%[57.1 µM] | 0.8% | -6% | 2% | -6 | -3% | -4% | 4 | -4% |
| COc1cccc2c1[C@@H]1CN(CCCCn3c(=O)[nH]c4c(sc5ncc(-c6ccccc6)nc54)c3=O)C[C@@H]1CO2 | -4%[57.1 µM] | 1.0% | 15% | 0% | -3 | -8%&-10% | 7% | 1&1 | 4% |
